# MgcRacGAP inhibition – MgcRacGAP GTPase-activating activity inhibitors, confirmation, biochemical, ADP Hunter fluorescence. Rac GTPase-activating protein 1 (Homo sapiens). MgcRacGAP-stimulated Rac1 GTP hydrolysis, ADP Hunter fluorescence; higher % means a stronger effect; GST-tagged Rac1 F28L mutant substrate. inhibition, % at 30 µM, or IC50 in µM where a hit was titrated. 340,000 compounds, 0.6% hits. AID 624330, 2012;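 active = first-screen hits whose inhibition reached a set limit at any dose in the follow-up dose series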;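 note: fluorescence reports GDP produced by GAP-driven GTP hydrolysis; strong numbers were not always called active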
# NTR1 ag – agonists of NTR1, primary screen, imaging, U2OS cells, beta-arrestin-GFP, high content (AID 493036). Neurotensin receptor type 1 (Homo sapiens), P30989. NTR1-U2OS beta-arrestin-GFP spot imaging, agonist mode. activation, % at 20 µM. 330,000 compounds, 0.17% hits;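 active = activation at or above 40% of the spot to cytoplasm intensity ratio, with at least 20 cells analyzed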;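 note: 0% = DMSO without peptide and 100% = 100 nM NTR1 peptide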
# Target sequence (P30989 whole entry, looked up): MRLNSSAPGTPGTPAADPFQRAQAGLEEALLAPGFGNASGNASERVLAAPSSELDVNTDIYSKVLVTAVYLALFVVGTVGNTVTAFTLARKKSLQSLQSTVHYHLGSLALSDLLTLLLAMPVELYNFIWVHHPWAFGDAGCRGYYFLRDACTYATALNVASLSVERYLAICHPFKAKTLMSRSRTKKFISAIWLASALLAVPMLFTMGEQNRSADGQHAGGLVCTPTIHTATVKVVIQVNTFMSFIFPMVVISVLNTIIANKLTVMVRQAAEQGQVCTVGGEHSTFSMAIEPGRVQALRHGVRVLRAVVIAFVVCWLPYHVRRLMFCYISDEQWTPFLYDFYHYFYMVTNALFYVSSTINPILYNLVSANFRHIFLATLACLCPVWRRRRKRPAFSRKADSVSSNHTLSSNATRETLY
# NOD1 NF-kB reporter – NOD1 signaling inhibitors, primary screen, cell-based, luminescence, uHTS (AID 1578); NOD1-driven NF-kB luciferase reporter cells, luminescence; higher % means a stronger effect; inhibition, % at 4 µM, or EC50 in µM where a hit was titrated; 290,000 compounds, 1% hits; in the data active = inhibition mostly above about 36%, no sharp cut-off; inactive = mostly below about 34%;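 note: HEK-293T reporter cells stimulated with the NOD1 agonist gamma-tri-DAP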
# K1F lysis inhibition – inhibition of K1F phage lysis, E. coli UTI89, bacterial capsule biogenesis inhibitors, alamar blue (AID 488966) | 340,000 compounds, 0.02% hits | one-dose inhibition, % at 100 µM; IC50 in µM for titrated hits | E. coli UTI89 K1F phage lysis, alamar blue, 2 h; higher % means a stronger effect;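 active = phage lysis inhibition, versus mean bacterial control, above a set limit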;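 note: capsule biogenesis inhibitors block K1F phage lysis so surviving cells raise fluorescence; higher fluorescence means more inhibition of phage lysis; actives were called in the ten point dose series up to 300 µM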
# GPR55 antagonists – GPR55 antagonists blocking LPI-driven arrestin recruitment, primary screen, imaging, U2OS, beta-arrestin-GFP, LPI agonist (AID 2013). G-protein coupled receptor 55 (Homo sapiens). U2OS GPR55 beta-arrestin-GFP translocation imaging, LPI antagonism; higher % means a stronger effect. inhibition, % at 10 µM, or IC50 in µM where a hit was titrated. 290,000 compounds, 0.13% hits;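 active = spots per cell inhibited over 60%, with over 100 cells counted and total cytoplasm intensity under 500,000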;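 note: U2OS cells stably carrying GPR55 and arrestin-GFP stimulated by 5 µM LPI near EC80; imaged beta-arrestin-GFP aggregate spots per cell after agonist stimulation; plate controls were LPI-stimulated DMSO wells for no effect and DMSO wells without LPI for full effect; some results filed as inactive read as strong as hits; confirmed hits need IC50 under 10 µM and bright autofluorescent wells are also inconclusive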
# GPR55 activation – GPR55 agonists via beta-arrestin recruitment, primary screen, imaging, U2OS cells, beta-arrestin-GFP redistribution (AID 1961). G-protein coupled receptor 55 (Homo sapiens). U2OS GPR55 beta-arrestin-GFP redistribution imaging; higher % means a stronger effect. activation, % at 10 µM, or EC50 in µM where a hit was titrated. 290,000 compounds, 0.048% hits;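 active = activation above 40% with more than 50 cells counted in the well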;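 note: U2OS osteosarcoma cells stably expressing GPR55 and beta-arrestin-GFP; plate controls were DMSO negative control for no effect and LPI positive control for full effect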
# KOR beta-arrestin-1 – KOR agonists, beta-arrestin recruitment, primary screen, cell-based, luminescence, uHTS (AID 1777) | one-dose activation, % at 10 µM; EC50 in µM for titrated hits | Kappa-type opioid receptor (Homo sapiens) | KOR beta-arrestin recruitment, luminescence; higher % means a stronger effect | 280,000 compounds, 0.02% hits; in the data active = activation above about 50%, passing the limit was not always enough; note: a part of the inactive calls stands beside numbers as strong as those of hits
# KOR beta-arrestin-2 – KOR antagonists, beta-arrestin recruitment, cell-based, luminescence, uHTS (AID 1778). Kappa-type opioid receptor (Homo sapiens). KOR beta-arrestin recruitment, luminescence, antagonist mode; higher % means a stronger effect. one-dose inhibition, % at 10 µM; IC50 in µM for titrated hits. 290,000 compounds, 0.091% hits; in the data active = inhibition above about 50%; note: strong numbers were not always called active
# GPR35 arrestin U2OS – GPR35 antagonists blocking zaprinast-driven arrestin recruitment, primary screen, imaging, U2OS, beta-arrestin-GFP, zaprinast agonist (AID 2058). G-protein coupled receptor 35 (Homo sapiens). U2OS GPR35 beta-arrestin-GFP translocation imaging, zaprinast antagonism; higher % means a stronger effect. one-dose inhibition, % at 10 µM; IC50 in µM for titrated hits. 290,000 compounds, 0.052% hits;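 active = inhibition of at least 50% with at least 30 cells and total cytoplasm GFP at most 10,000,000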
# NTR1 ag cell count 20 µM – second read-out of NTR1 ag, no call of its own (marks repeat the call); cell count; measured here: cell count, cytotoxicity flag
# Active calls of the source: *; x = not tested or not shown; [ ] = remark or other dose.
mol,MgcRacGAP inhibition,NTR1 ag,NTR1 ag cell count 20 µM,NOD1 NF-kB reporter,K1F lysis inhibition,GPR55 antagonists,GPR55 activation,KOR beta-arrestin-1,KOR beta-arrestin-2,GPR35 arrestin U2OS
NC(=O)c1ccc[n+](CC(=O)c2ccccc2)c1,x,1.0,46,4.7%,x,-12.9%,-0.2%,2.7%,16.8%,-3.6%
CCOC(=O)c1nnn(-c2nonc2N)c1COc1cc(C)c(Cl)c(C)c1,7.3%,22.4,51,-25.1%,0.5%,3.3%,0.1%,3.1%,-12.2%,9.3%
c1ccc(C[n+]2csc3ccccc32)cc1,17.8%,1.0,82,3.3%,0.0%,10.9%,0.0%,-0.9%,-21.7%,20.7%
CNC(=O)c1ccc(NC(=O)c2cccc(C(F)(F)F)c2)cc1,2.7%,0.4,50,-25.2%,-0.3%,13.6%,-0.4%,-6.7%,-3.1%,-8.6%
COc1ccc(S(=O)(=O)CCC(=O)NC2CCCCC2)cc1,5.8%,-0.4,41,x,0.6%,4.2%,-0.1%,-0.6%,-17.6%,-1.0%
CC1(C)CC(=O)C(C=NCCc2ccc(O)cc2)=C(O)C1,13.3%,0.0,55,-20.1%,0.1%,0.4%,0.3%,-4.7%,-18.8%,-16.0%
CC(C)Nc1nnc(SCC(=O)Nc2ccc3c(c2)C(=O)c2ccccc2C3=O)s1,2.0%,x,x,83.7%*,0.6%[50 µM],-1.2%,-0.1%,-1.2%,-33.4%,-27.5%
N/C(=N\OC(=O)CCc1ccccc1)c1ccccc1Cl,6.3%,2.4,88,-23.5%,0.0%,6.1%,-0.3%,-1.4%,5.1%,2.8%
C=CCn1c(-c2cc3c(s2)CCC(CC)C3)n[nH]c1=S (stereo not given),8.7%,3.6,63,-55.0%,0.0%,-22.7%,-0.3%,1.3%,-13.8%,2.1%
COc1ccc(-c2noc(C(C)n3nc(C)c([N+](=O)[O-])c3C)n2)cc1OC (stereo not given),12.6%,7.0,37,-78.6%,0.9%,10.9%,0.7%,2.7%,-13.6%,12.2%
CCn1c(CSc2nccn2C)nc2cc(C(=O)O)ccc21,7.1%,-1.7,31,20.3%,0.6%,0.3%,0.0%,-9.8%,-22.0%,9.4%
CNC(=O)C1CCCN1S(=O)(=O)c1ccc(OC)cc1 (stereo not given),9.8%,-1.4,51,-9.4%,0.3%,3.9%,-0.1%,-7.7%,-91.5%,27.9%
O=C(Nc1cc(Br)ccc1O)c1cc(-c2cccs2)on1,8.0%,x,x,-24.8%,0.1%,8.3%,-0.2%,3.0%,-28.8%,3.4%
CN(C1CCCCC1)S(=O)(=O)c1ccc(S(=O)(=O)N(CC(=O)Nc2ccccc2)C2CC2)cc1,11.3%,4.7,51,5.3%,-0.1%,-6.0%,-0.1%,1.9%,11.5%,-8.9%
Cc1cc(C)n(C(=O)c2cccc(S(=O)(=O)N3CCOCC3)c2)n1,5.0%,3.1,89,22.5%,0.0%,5.1%,-0.1%,-6.2%,-60.3%,1.7%
O=C(O)COC(=O)C1C(c2ccccc2)C(C(=O)O)C1c1ccccc1 (stereo not given),2.1%,2.6,52,-24.6%,1.6%,-15.5%,0.2%,1.7%,-71.1%[20 µM],-9.1%
CC(=O)N=c1sc(C(C)(C)C)c(C)n1C,13.8%,1.2,42,-4.2%,0.4%,-1.0%,-0.2%,13.6%,9.5%,-4.3%
Cc1ccc(N2C(=O)/C(=C\c3ccc(C(C)C)cc3)N=C2SC2CCOC2=O)cc1 (stereo not given),8.5%,10.4,47,-32.9%,1.0%[50 µM],1.5%,-0.1%,-3.3%,33.4%,17.3%
CC(=O)c1ccc(NC(=O)c2cc(CC(C)C)on2)cc1,6.7%,-0.6,71,-35.8%,1.0%,-3.8%,0.1%,-3.6%,2.0%,-6.7%
CC1(CCC(=O)N2CCCC(N3CCN(c4ccc(F)cc4)CC3)C2)CC1 (stereo not given),0.8%,-0.7,78,1.6%,1.9%,-5.1%,0.4%,3.2%,5.9%,5.4%
CCOc1ccc(S(=O)(=O)N(C)CC(=O)NCCN2CCOCC2)cc1,2.5%,-0.5,48,-28.4%,-0.4%,-15.0%,-0.1%,-5.1%,9.8%,-2.2%
COc1ccc(C2NC(=O)NC(C)=C2C(=O)OCc2ccc3c(c2)OCO3)cc1OC (stereo not given),6.5%,1.8,89,15.1%,-0.2%,-7.5%,-0.4%,1.6%,-12.0%,-1.4%
COc1ccc(C(=O)COC(=O)c2ccn(C)n2)cc1,8.6%,29.1,40,-5.3%,0.3%,-0.3%,-0.2%,-5.6%,8.8%,7.4%
O=C(CSc1nnc(Cc2ccccc2)n1Cc1ccco1)NC1CCCC1,11.4%,3.8,66,x,-1.3%,-2.5%,-0.1%,2.3%,-45.9%,-7.2%
N#Cc1ccc(C(=O)NC2CCCc3ccccc32)cc1 (stereo not given),4.1%,0.0,83,-36.0%,-1.1%,10.2%,1.1%,-0.5%,11.7%,-13.0%
COc1ccc(C(=O)CSc2nncn2C)cc1,13.0%,-1.4,25,-1.2%,0.1%,8.4%,-0.1%,0.2%,-24.3%,-2.0%
COc1ccc(C(=O)c2ccc([N+](=O)[O-])cc2Cl)cc1,x,2.1,45,-37.4%,x,7.8%,0.1%,-5.2%,14.2%,-6.2%
CCN(CCO)c1cc(Cl)nc(SC)n1,0.8%,0.4,88,21.0%,0.8%,-7.4%,0.8%,1.9%,-35.0%,6.3%
Cc1cc(C)nc(N2CCN(S(=O)(=O)c3ccc(F)cc3)CC2)n1,4.6%,0.5,83,52.0%,0.4%,10.1%,0.4%,0.1%,-63.5%[20 µM],0.6%
O=C(CSc1nccc2ccccc12)N1CCN(c2ccccn2)CC1,9.9%,-1.0,99,-31.2%,0.8%,-3.7%,-0.1%,-2.0%,-11.5%,16.2%

# A second format for part of the listing above.
# Second line of a record – MgcRacGAP inhibition | NTR1 ag | NTR1 ag cell count 20 µM | NOD1 NF-kB reporter | K1F lysis inhibition | GPR55 antagonists | GPR55 activation | KOR beta-arrestin-1 | KOR beta-arrestin-2 | GPR35 arrestin U2OS
> COc1ccc(C(=O)CSc2nncn2C)cc1
  13.0% | -1.4 | 25 | -1.2% | 0.1% | 8.4% | -0.1% | 0.2% | -24.3% | -2.0%
> CCn1c(CSc2nccn2C)nc2cc(C(=O)O)ccc21
  7.1% | -1.7 | 31 | 20.3% | 0.6% | 0.3% | 0.0% | -9.8% | -22.0% | 9.4%

# Additional records
mol,MgcRacGAP inhibition,NTR1 ag,NTR1 ag cell count 20 µM,NOD1 NF-kB reporter,K1F lysis inhibition,GPR55 antagonists,GPR55 activation,KOR beta-arrestin-1,KOR beta-arrestin-2,GPR35 arrestin U2OS
Fc1ccccc1COc1ccc(/C=N/n2cnnc2)cc1,6.3%,2.3,82,-23.7%,0.2%,-2.2%,-0.6%,0.9%,-73.0%,-0.7%
O=C(NCc1ccc(F)c(F)c1)C1CCC(=O)N(CCc2ccccc2)C1 (stereo not given),5.8%,-0.3,52,15.1%,-4.2%,-10.3%,0.2%,0.3%,21.4%,-15.4%
COCCSc1ccccc1C(=O)Nc1cc([N+](=O)[O-])ccc1OC,3.2%,-0.9,46,-29.7%,0.9%,1.0%,-0.1%,-4.8%,3.2%[20 µM],-16.8%
O=C(COc1ccc(Br)cc1)NCCNC(=O)c1ccccn1,11.5%,2.7,57,-26.1%,0.2%,3.8%,0.3%,-1.1%,7.1%,0.0%
CCCOC1CCCN(C(=O)CCc2nnc(-c3ccc4c(c3)OCO4)o2)C1 (stereo not given),2.8%,-0.4,64,-32.5%,-0.1%,-5.0%,-0.1%,0.6%,-7.4%,-10.6%
CCOC(=O)c1ccc(Nc2nnc(C)c3ccccc23)cc1,5.2%,2.0,45,-5.5%,-0.1%,12.6%,1.3%,2.3%,16.9%,10.0%
CCc1cccc(NC(=O)C2CCN(S(=O)(=O)c3c(C)noc3C)CC2)c1,5.6%,-0.1,83,-22.7%,0.0%,6.9%,-0.6%,-5.2%,10.8%,-9.2%
COc1ccc(CCNC(=O)Cc2ccc(OCc3ccccc3)c(OC)c2[N+](=O)[O-])cc1OCc1ccccc1,5.8%,-0.7,62,53.4%,1.0%,-1.2%,0.0%,-2.5%,-14.5%,0.4%
C=C(C)CSc1nnc(-c2cc(OC)c(OC)c(OC)c2)n1N,11.1%,-3.2,95,4.3%,0.0%,3.6%,-0.2%,5.7%,5.2%,8.8%
CCOc1ccccc1NC(=O)CCc1nnc2ccc(N3CCC4(CC3)OCCO4)nn12,-14.8%,0.6,50,3.7%,-3.0%,-3.6%,1.2%,3.5%,-51.9%,-15.0%
Cc1cc(NS(=O)(=O)c2ccc(NC(=S)NC(=O)c3cccc(S(=O)(=O)N(C)C)c3)cc2)no1,5.6%,1.1,66,-33.4%,0.3%,-2.4%,-0.2%,-5.7%,8.7%,-14.5%
Fc1cccc(NC(=S)NCCN2CCOCC2)c1,7.0%,-0.5,38,-20.4%,5.1%,3.6%,0.1%,2.4%,10.3%,8.1%
Nc1nc(SCC(=O)N2CCCCCC2)[nH]c(=O)c1NC(=O)c1ccco1,3.6%,-0.8,50,1.4%,6.8%,0.4%,0.7%,-4.6%,-0.8%,7.2%
CN(C(=S)NC(=O)C1(C)CC1(Cl)Cl)c1ccccc1 (stereo not given),15.3%,1.6,91,-1.1%,0.3%,5.2%,-0.1%,-0.8%,-2.6%,2.5%
COc1ccc(-n2nnnc2SCC(=O)c2cc3ccccc3o2)cc1,6.4%,4.1,60,11.9%,-2.0%,-8.4%,0.7%,3.8%,8.8%,-6.3%
CCCC(=O)Nc1cccn(Cc2ccccc2Br)c1=O,3.3%,18.9,69,-4.6%,1.1%,4.3%,-0.1%,-2.8%,-25.2%,16.0%
COc1ccc(N2CCN(C(=O)CCC(=O)N3CCOc4ccc(Cl)cc43)CC2)cc1,19.4%,4.5,60,-14.6%,3.2%,-0.1%,-0.1%,-6.0%,13.0%[20 µM],7.7%
Cc1c(/C=N/n2cnnc2)c2ccccc2n1CCOc1ccc(Cl)cc1,10.8%,12.4,76,-35.2%,0.0%,8.3%,-0.3%,35.1%,-22.6%,11.5%
CC(=O)Nc1cccc(NC(=O)CCCC(=O)O)c1,-1.7%,0.8,93,-23.1%,1.6%,-8.5%,-0.2%,-3.8%,5.0%,-4.1%

# Not all compounds are listed; the hit share may differ from the screen's.
